# BRCA1 expr act: increases BRCA1 expression. MCF7-BRCA1-FFLuc reporter, luminescence, 48 h; response scale: scaled: vehicle 0%, 10 µM genistein 100%. 380,000 compounds, 1.1% hits. Potency, µM (titrated, usually from 46.1 µM), without a hit: top-dose activation, actives largely listed as activators; further: nearly all actives have a fitted effect of over 80% in size; some results filed as inactive show a strong effect at the top dose
#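 Luminescence from a BRCA1-driven firefly luciferase in MCF7 cells was the read-out, taken 15 min after substrate addition following 48 h compound exposure at 37 °C. Data were normalized to a 10 microM genistein control and DMSO vehicle.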
# FLuc counter: inhibits or activates purified firefly luciferase, miR-21 counter-screen; P08659; purified FLuc, Km substrates, luminescence inhibition; Potency, µM (titrated, usually from 57.5 µM), for inactives: top-dose activity change, negative = inhibition, most hits filed as inhibitors; 360,000 compounds, 6.9% hits; AID 588342;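 further: plate controls were vehicle for no effect and reference inhibitor for full effect; nearly all actives have a fitted effect of over 55% in size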
# Target sequence (P08659 whole entry, looked up): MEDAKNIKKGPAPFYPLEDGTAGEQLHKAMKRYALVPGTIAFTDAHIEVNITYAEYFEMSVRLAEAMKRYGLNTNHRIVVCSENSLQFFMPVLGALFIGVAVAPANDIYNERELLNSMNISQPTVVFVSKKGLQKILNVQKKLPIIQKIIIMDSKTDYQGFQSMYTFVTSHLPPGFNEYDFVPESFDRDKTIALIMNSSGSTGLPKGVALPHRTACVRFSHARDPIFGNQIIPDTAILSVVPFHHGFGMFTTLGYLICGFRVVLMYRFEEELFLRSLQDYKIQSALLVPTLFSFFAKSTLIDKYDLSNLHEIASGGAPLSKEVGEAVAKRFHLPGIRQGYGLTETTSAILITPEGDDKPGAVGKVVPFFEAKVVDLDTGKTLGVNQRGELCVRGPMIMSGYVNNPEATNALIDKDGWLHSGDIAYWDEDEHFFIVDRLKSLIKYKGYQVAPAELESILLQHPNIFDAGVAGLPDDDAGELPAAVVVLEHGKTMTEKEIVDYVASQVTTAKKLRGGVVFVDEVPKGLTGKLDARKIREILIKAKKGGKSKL
#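 Purified P. pyralis luciferase, 10 nM final, with Km-level 10 uM D-luciferin and 10 uM ATP in 50 mM Tris acetate pH 7.5, 10 mM Mg acetate, 0.01% Tween-20, 0.05% BSA; 6-point qHTS titration about 60 µM downward; luminescence read.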
# An asterisk follows results filed as active; ? = inconclusive; . = not tested or not shown. The call rests on the fitted dose curve; in most records, active means well fitted curve in the direction sought with a large enough effect; inconclusive means small, poorly fitted or top-dose-only effect, or another doubt; inactive means no such curve, though single readings can be large; an effect the other way counts as inactive or inconclusive. Potency means the concentration at half of the fitted maximal effect. Only part of the results is shown (hit frequency here may not be typical).
SMILES,BRCA1 expr act,FLuc counter
Cc1cccc(CN2C(=O)c3ccccc3Sc3ccc(C(=O)NCc4ccco4)cc32)c1,.,3%
CN(C)CCCN(C(=O)c1ccc2c(c1)OCCO2)c1nc2ccccc2s1,.,1%
CC(=O)N1c2ccc(S(=O)(=O)Nc3ccc(C)c(Cl)c3)cc2CC1C (configuration not stated),.,?
COc1ccccc1N1CCN(C(=O)C(CCSC)NS(=O)(=O)c2ccc3c(c2)oc(=O)n3C)CC1 (configuration not stated),.,-4%
COc1ccccc1C(=O)NCc1nnnn1-c1ccc(C)c(C)c1,.,-8%
CCCCc1nn2c(=O)cc(COC(=O)c3ccc(NC(=O)c4ccccc4Cl)cc3)nc2s1,.,-1%
CCOC(=O)Cn1cnc2c(cnn2-c2ccc(C)c(C)c2)c1=O,.,21µM*
O=C(NCCc1ccccc1)C(=O)NCC(c1cccs1)S(=O)(=O)c1cccs1 (configuration not stated),.,-9%
COc1ccccc1NC(=O)c1c(NC(=O)c2ccccc2F)sc2c1CCC2,.,-14%
CCOc1ccc(-n2nc(CO)c(C(=O)NCc3ccc(Cl)cc3)n2)cc1,.,-7%

# Random excerpt: 7 records from the list.
SMILES,BRCA1 expr act,FLuc counter
O=C(NCCc1ccccc1)C(=O)NCC(c1cccs1)S(=O)(=O)c1cccs1 (configuration not stated),.,-9%
CCCCc1nn2c(=O)cc(COC(=O)c3ccc(NC(=O)c4ccccc4Cl)cc3)nc2s1,.,-1%
CCOc1ccc(-n2nc(CO)c(C(=O)NCc3ccc(Cl)cc3)n2)cc1,.,-7%
COc1ccccc1NC(=O)c1c(NC(=O)c2ccccc2F)sc2c1CCC2,.,-14%
COc1ccccc1N1CCN(C(=O)C(CCSC)NS(=O)(=O)c2ccc3c(c2)oc(=O)n3C)CC1 (configuration not stated),.,-4%
CC(=O)N1c2ccc(S(=O)(=O)Nc3ccc(C)c(Cl)c3)cc2CC1C (configuration not stated),.,?
CN(C)CCCN(C(=O)c1ccc2c(c1)OCCO2)c1nc2ccccc2s1,.,1%

# (next part)
SMILES,BRCA1 expr act,FLuc counter
CCN1c2ccccc2-n2cccc2C12CCN(C(=O)Nc1ccccc1C(F)(F)F)CC2,.,3%
COc1ccccc1NC(=O)CCn1nc(-c2ccccc2)c2ccccc2c1=O,.,-8%
CCn1c(=O)cc(SCC(=O)NCc2ccc(Cl)cc2)c2ccccc21,.,-15%
COc1ccc(CC(=O)NCCS(=O)(=O)N2CCN(c3ccccc3F)CC2)cc1OC,.,0%
CN(C(=O)Cn1c(=O)n(CCC(=O)NCc2ccc3c(c2)OCO3)c(=O)c2sccc21)c1ccccc1,.,3%
CCOc1ccccc1CNC(=O)c1cc(-c2ccc(OC)cc2)nc2ccc(C(C)C)cc12,.,1%
COc1ccccc1NC(=O)c1cn(-c2ccccc2)nc1-c1ccccc1,.,-12%
Cc1cc(-c2ccccc2)n2nc(-c3ccc(Cl)cc3)cc2n1,.,-2%
COCCCNc1nc2c(c(=O)[nH]c(=O)n2C)n1CC(O)COc1ccc(Cl)cc1 (configuration not stated),.,-1%
O=C(NCc1ccc2c(c1)CCN2C(=O)c1ccc(Cl)cc1)c1cccc(F)c1,.,-17%
Cc1ccc2oc(C(=O)Nc3sc4c(c3C(=O)NCc3ccco3)CCC4)cc(=O)c2c1,.,-2%
COc1ccccc1NC(=O)c1cnc(SCC(=O)N2CCCc3ccccc32)n(C)c1=O,.,1.7µM*
CCCN1C(C(=O)c2ccccc2)=C(OC(=O)c2ccc(OC)cc2)c2ccccc2S1(=O)=O,.,1%
CC(=O)N1CCCc2cc(S(=O)(=O)N3CCC(C(=O)NCCC(C)C)CC3)ccc21,.,1%
Cc1ccc(NC(=O)N2CCC(N3CCN(Cc4ccccc4)C(=O)C3=O)CC2)cc1Cl,.,0%
O=C(Nc1ccccc1Cl)c1sc2cccc(Cl)c2c1Cl,.,?
O=C(Nc1ccc(S(=O)(=O)Nc2ccccc2)cc1)N1CCCC1,.,1%
CCOc1ccc(S(=O)(=O)Nc2ccc3c(c2)CCCN3S(=O)(=O)c2ccc(C)cc2)cc1,.,-3%
CC(=O)c1cccc(NC(=O)c2oc3c(c2C)-c2nn(Cc4ccc(Cl)cc4)cc2CC3)c1,.,-4%
CC(C)Oc1ccc(C(=O)N2CCC(c3nc4ccccc4s3)CC2)cc1,.,?
Fc1ccc(CNc2ncnc3c2c(-c2ccccc2)cn3-c2ccccc2)cc1,.,2%
CCOc1ccc(S(=O)(=O)Nc2cc3c(C(=O)OC)c(COC)oc3c3ccccc23)cc1,.,?
CCc1nn2c(=O)c(S(=O)(=O)Nc3ccc(C)cc3C)c(C)nc2s1,.,-1%
CC(C)Cn1c(=O)c2sccc2n2c(CCCC(=O)NCCc3ccc(Cl)cc3)nnc12,.,-7%
Cc1ccc(NC(=O)CSc2nc3ccccc3n2CC(=O)N2CCC(C)CC2)cc1C,.,-13%
COc1ccc(NC(=O)Cn2c(=O)oc3cc(S(=O)(=O)NC(C)C)ccc32)cc1OC,.,1%
Cc1nn(-c2nc(-c3ccccc3)cc(C(F)(F)F)n2)c(C)c1Cl,.,-11%
Cc1ccc(F)cc1NC(=O)CCSc1nc(-c2ccco2)cc(C(F)(F)F)n1,.,-1%
O=C(Nc1cccc(C(F)(F)F)c1)Nc1cccs1,.,12µM*
CCOC(=O)c1c(C)oc2ncnc(Nc3cc(C)cc(C)c3)c12,.,1%
Cc1ccc(NC(=O)N2CCN(c3nnc(C)c4c(C)n(-c5ccc(Cl)cc5)nc34)CC2)c(C)c1,.,-8%
Cc1ccc(S(=O)(=O)C(CNC(=O)COc2ccc(Cl)cc2)c2ccco2)cc1 (configuration not stated),.,-12%
COc1cccc2sc(N(Cc3cccnc3)C(=O)C3COc4ccccc4O3)nc12 (configuration not stated),.,-6%
Cc1cccc(C)c1NC(=O)c1ccc2nc(CCc3ccccc3)oc2c1,.,-16%
COC(=O)c1ccc(-n2nnc(-c3nc(-c4ccc5c(c4)OCO5)no3)c2C)cc1,.,-2%
Cc1ccc(OCC(=O)Nc2ccc3nc(SCC(=O)N4CCOCC4)sc3c2)cc1,.,?
CCn1c(=NC(=O)c2ccc3c(c2)OCCO3)sc2c(C)ccc(OC)c21,.,1.9µM*
O=C1c2ccccc2-c2onc3c(NCCO)cc(NC4CCCCC4)c1c23,.,?
CCOc1ccc(N2C(=O)N(Cc3c(F)cccc3Cl)c3ccccc3S2(=O)=O)cc1,.,4%
COC(=O)c1c(NC(=O)CCCOc2cccc(C)c2)sc2c1CCC(C)C2 (configuration not stated),.,4%
CSc1nc2sc3c(c2c(=O)n1Cc1ccccc1)CCC(C(C)(C)C)C3 (configuration not stated),.,?
O=C(c1ccc(Cl)cc1)n1nc(-c2ccco2)nc1NCc1cccs1,.,3%
CCOc1ccc(CC(=O)NCc2ccc3c(c2)CCN3C(=O)c2ccccc2)cc1OCC,.,-18%
CCOc1ccc(CNCc2c(C(=O)O)c(C)n(Cc3ccc(F)cc3Cl)c2C)cc1,.,-13%
CC(C)(C)C1CCc2oc3ccc(NS(=O)(=O)c4cc(Cl)ccc4Cl)cc3c2C1 (configuration not stated),.,-2%
COc1cccc(-c2nc(SCC(=O)NC3CCCC3)c(-c3ccc(F)cc3)[nH]2)c1,.,-3%
CCOc1ccc(CCNC(=O)c2cc3c(-c4ccc(OC)c(OC)c4)nn(C)c3s2)cc1OCC,.,-12%
CCOC(=O)c1cccc(NC(=O)CCc2nc3cccnc3n2-c2ccccc2)c1,.,-6%
Cc1ccc(NC(=O)C(=O)NCc2ccco2)cc1,.,-17%
CSc1ncc(Cl)c(C(=O)Nc2c(C(=O)c3ccc(C)c(F)c3)oc3ccccc23)n1,.,4%

# More entries.
SMILES,BRCA1 expr act,FLuc counter
COc1ccc(/C=C/C(=O)Nc2ccc3nc4c(c(Nc5ccccc5OC)c3c2)CCCC4)cc1,.,17%
Cc1ccccc1Cn1c(C)c(C(=O)NCc2cccc(C(F)(F)F)c2)sc1=O,0%,.
CCCC(CNC(C)=O)(C1=CCCCC1)c1ccccc1 (configuration not stated),-37%,.
CC1=C(C(=O)N2CCOCC2)CC(CC(=O)NCc2cccs2)C(=O)N1Cc1ccc(F)cc1 (configuration not stated),19%,.
O=C(Nc1nnc([C@@H]2C[C@H](O)[C@@H](CO)O2)s1)Nc1cccc(Cl)c1Cl,?,.
CC1CN(C(=O)c2cc(F)c(F)cc2Cl)CC(C)O1 (configuration not stated),-22%,.
COc1cccc(CN(C)CCCn2cnc3c(SC)ncnc32)c1,3%,.
CCOC1=C2CN(S(=O)(=O)c3ccc(C)cc3)[C@H](c3ccc(CC)cc3)C[C@@H]2N(S(=O)(=O)c2ccc(C)cc2)[C@H](c2ccccc2)C1,-7%,.
CCOc1ccc(NC(=O)CN(C)C(=O)Cc2ccc3c(c2)OCCO3)cc1OCC,-29%,.
CC(c1nc2ccccc2[nH]1)N(C(=O)Cc1csc2ccccc12)c1cccnc1 (configuration not stated),-14%,.
COc1ccc(C(CNC(=O)CNC(=O)c2cccc(F)c2)N2CCOCC2)cc1 (configuration not stated),7%,.
O=C(COC(=O)c1cnccn1)NCc1ccccc1Cl,1%,.
COc1ccc(OC)c(S(=O)(=O)NC(=O)C2(C)CCN2C(=O)Cc2ccc(Cl)cc2Cl)c1 (configuration not stated),1%,.
Cc1noc(C)c1S(=O)(=O)N(C)C[C@@H]1OCc2cn(nn2)CCCC(=O)N([C@@H](C)CO)C[C@H]1C,3%,.
C[C@@H]1CN([C@@H](C)CO)C(=O)CCCn2nncc2CO[C@@H]1CN(C)C(=O)OCc1ccccc1,0%,.
O=C(c1ccc(CS(=O)Cc2ccccc2Cl)o1)N1CCN(c2ccccc2)CC1 (configuration not stated),7%,.
CN(C)c1cccc(NC(=O)c2ccc(-c3ccc(F)c(F)c3)c3ccoc23)c1,13%,.
CC(=O)N1CCc2cc(NC(=O)C3(C)CCN3Cc3ccc(C(C)C)cc3)ccc21 (configuration not stated),-31%,.
C[C@H](O)[C@@H]1C(=O)N2CCc3c([nH]c4ccccc34)[C@@H]2C[C@@H]1N(C)C(=O)NC1CCCCC1,-20%,.
CC(=O)Nc1cccc(NC(=O)c2ccccc2Cl)c1,29%,.
O=S(=O)(NCC1CCCO1)c1ccc(S(=O)(=O)N(Cc2ccc(F)cc2)C2CCCCC2)cc1 (configuration not stated),1%,.
Cc1noc(C)c1NC(=O)N(C)C[C@@H]1OCc2cnnn2CCCC(=O)N([C@H](C)CO)C[C@@H]1C,10%,.
COc1ccc(-c2ccc(C(=O)NCc3ccco3)c3occc23)c(C)c1,76%,.
Cc1ccc(CN2CCC(C)(Oc3ccc(Cl)cc3)C2)cc1 (configuration not stated),5%,.
CS(=O)(=O)N1CCN(/[N+]([O-])=N/Oc2ccc([N+](=O)[O-])cc2[N+](=O)[O-])CC1 (tested in a mixture with another compound),21%,.
O=C(c1ccc(Cl)c(Cl)c1)N1CCC(=O)N([C@H](COCc2ccccc2)Cc2ccccc2)CC1,-7%,.
O=C(c1ccc2c(=O)n(Cc3ccco3)c(=S)[nH]c2c1)N1CCN(Cc2ccc3c(c2)OCO3)CC1,-33%,.
CSc1ncnc2c1ncn2CCCN1CCN(Cc2cccc3ccccc23)CC1,-1%,.
Cc1c(C(=O)NCc2ccccc2C(F)(F)F)sc(=O)n1Cc1ccccc1C#N,-8%,.
CCOC(=O)[C@]12CCCC=C1N(Cc1ccc3c(c1)OCO3)C(=O)[C@H](CC(=O)NCC1CCCCC1)C2,-11%,.
CCCOc1ccc(C(=O)Nc2ccc(N3CCOCC3)cc2N2CCOCC2)cc1OCC,-11%,.
COc1ccc(C(O)c2ncc(-c3ccc4ccccc4c3)[nH]2)cc1F (configuration not stated),21%,.
COc1ccc(C(=O)Nc2cc(OC)c(NC(=O)Nc3ccccc3)cc2OC)cc1,-58%,.
Cc1csc(=O)n1CC(=O)OCC(=O)Nc1ccc(F)c(F)c1F,-15%,.
c1ccc(CCNc2ccc3ncc(-c4cccc5ccccc45)n3n2)nc1,-21%,.
COc1ccccc1-c1cnc(C(O)c2ccc(C)c(F)c2)[nH]1 (configuration not stated),2%,.
C[C@@H]1CN([C@@H](C)CO)C(=O)c2cc(Br)cnc2O[C@H]1CN(C)Cc1cccc(C(=O)O)c1,3%,.
C(=Nc1ccc(/C=C/c2ccnc3ccccc23)cc1)Nc1ccc(/C=C/c2ccnc3ccccc23)cc1,-9%,.
C[C@@H]1CN([C@H](C)CO)C(=O)CCCn2nncc2CO[C@H]1CN(C)S(=O)(=O)c1cccc(C#N)c1,4%,.
COc1ccc(NC(=O)Cc2csc(NC(=O)Nc3ccccc3OC)n2)cc1,-5%,.
CCc1nc2ccc(C(=O)NCC3CCCCC3)cn2c1N(C)Cc1nccs1,-11%,.
COC(=O)c1sccc1-n1cc2c(c1-c1ccccc1)c(=O)n(C)c(=O)n2C,-3%,.
O=C(NCc1ccc(F)cc1)c1cc(C2CCCCN2C(=O)C2CCCCC2)on1 (configuration not stated),-1%,.
CN(C)Cc1cn(-c2ccccc2)nc1-c1ccccc1,15%,.
CN(c1ccc(Cl)cc1)c1cc2c(c3c1ccn3C)C1CCC2O1 (configuration not stated),-27%,.
CNC(=O)C[C@H]1C(=O)N(CCc2ccccc2)C[C@@H]1c1ccc(OC)cc1,8%,.

# Source: PubChem BioAssay (National Center for Advancing Translational Sciences (NCATS))
